Assay outcomes as filed in PubChem.
TRPN1 ag: zebrafish TRPN1 channel agonists, primary screen, cell-based, HEK293, calcium fluorescence. HEK293 zebrafish TRPN1-YFP, Fluo-8 calcium fluorescence; 100% = response to 87 µM carbachol. activation, % at 3 µM. actives 0.18% (n = 220,000);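 active = activation above its plate's cutoff, the mean activation of test wells on that plate plus 3 SD, cut at about 19% in these data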;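 also: 0% = DMSO alone and 100% = 87 µM carbachol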
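Material – zebrafish TRPN1-YFP in HEK293 cells · Doses – 3 µM single point · Schedule – dye 1 h 37 °C plus 30 min RT · Signal – Fluo-8 calcium fluorescence, excitation 470-495 nm, emission 515-575 nm · Read-out – % activation versus carbachol response · Control set – carbachol high, DMSO low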
NPY1 pot ag: NPY-Y1 receptor potentiators or agonists, primary screen, cell-based. Neuropeptide Y receptor type 1 (Homo sapiens), P25929. NPY-Y1 expressing cells, potentiator/agonist activation. activation, % at 3.6 µM. actives 0.37% (n = 220,000). AID 1304, 2008; in the data active = activation above about 33%, passing the limit was not always enough;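 also: cells stimulated with NPY at EC10 then isoproterenol at EC100; 0% = low agonist plus stimulus and 100% = saturating agonist plus stimulus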
Target sequence (P25929 whole entry, looked up): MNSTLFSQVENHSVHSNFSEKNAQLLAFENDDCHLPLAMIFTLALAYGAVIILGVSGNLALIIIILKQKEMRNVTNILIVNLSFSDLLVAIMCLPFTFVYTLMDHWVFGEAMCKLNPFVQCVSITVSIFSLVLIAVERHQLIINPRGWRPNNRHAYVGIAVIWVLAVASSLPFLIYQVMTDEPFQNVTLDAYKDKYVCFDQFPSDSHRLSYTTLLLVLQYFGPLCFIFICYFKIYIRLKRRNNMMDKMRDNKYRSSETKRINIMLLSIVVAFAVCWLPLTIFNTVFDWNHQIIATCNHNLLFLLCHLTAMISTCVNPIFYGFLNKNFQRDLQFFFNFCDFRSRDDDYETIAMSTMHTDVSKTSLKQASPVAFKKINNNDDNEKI
TRPML3 ag: human TRPML3 channel agonists, primary screen, cell-based, HEK293 TRPML3-YFP, Fluo-8 calcium fluorescence, 3 µM. Mucolipin-3 (Homo sapiens), Q8TDD5. 100% = the carbachol control signal. activation, % at 3 µM. actives 0.29% (n = 220,000);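 active = activation above its plate's cutoff, the mean activation of the plate's test wells plus 3 SD, cut at about 12% in these data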;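 also: 0% = DMSO only wells and 100% = carbachol wells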
Target sequence (Q8TDD5 whole entry, looked up): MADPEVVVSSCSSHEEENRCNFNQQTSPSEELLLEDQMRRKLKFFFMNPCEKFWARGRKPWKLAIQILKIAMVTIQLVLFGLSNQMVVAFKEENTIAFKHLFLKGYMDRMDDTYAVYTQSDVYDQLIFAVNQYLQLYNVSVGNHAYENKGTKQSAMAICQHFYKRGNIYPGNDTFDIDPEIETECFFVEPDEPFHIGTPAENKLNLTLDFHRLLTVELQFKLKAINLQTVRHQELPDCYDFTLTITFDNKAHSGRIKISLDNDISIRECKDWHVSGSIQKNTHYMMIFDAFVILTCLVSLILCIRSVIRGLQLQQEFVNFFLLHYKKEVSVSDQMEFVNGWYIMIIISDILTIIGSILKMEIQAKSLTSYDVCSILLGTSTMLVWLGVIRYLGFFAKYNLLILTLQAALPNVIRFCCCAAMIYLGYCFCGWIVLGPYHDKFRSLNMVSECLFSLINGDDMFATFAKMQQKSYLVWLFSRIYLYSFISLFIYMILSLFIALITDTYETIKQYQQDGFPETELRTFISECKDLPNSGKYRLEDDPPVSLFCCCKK
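Material: TRPML3-YFP stable HEK293 cells | Dosing: One concentration, 3 µM nominal, 0.3% DMSO | Timing: 125 s total fluorescence read per well | Technique: Fluo-8 calcium dye fluorescence, ex 470-495, em 515-575 nm | Measure: Percent activation from peak-to-basal fluorescence ratio, scaled between DMSO and carbachol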
NPY-Y2 PAM-ag: NPY-Y2 potentiators or agonists, primary screen, cell-based; Neuropeptide Y receptor type 2 (Homo sapiens), P49146; cells expressing NPY-Y2, potentiator/agonist read-out; activation, % at 3.6 µM; actives 0.45% (n = 220,000); in the data active = activation above about 27%;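 also: cells stimulated with NPY near EC25 plus isoproterenol at EC100; 0% = vehicle plus submaximal agonist and 100% = vehicle plus saturating agonist; some results beyond the cut were filed as inactive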
NPY-Y1 antag: NPY-Y1 receptor antagonists, primary screen, cell-based; Neuropeptide Y receptor type 1 (Homo sapiens), P25929; HEK293-CNG Y1 cells, membrane potential fluorescence; NPY at EC95, then isoproterenol; inhibition, % at 3.6 µM; actives 1% (n = 200,000);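 active = inhibition above the campaign mean inhibition of all tested compounds plus 3 SD, cut at about 20% in these data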;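 also: 0% = DMSO wells given NPY plus isoproterenol and 100% = isoproterenol alone without NPY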
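Assay system: HEK293 Y1/CNG channel cell line; Doses: single compound dose of 3.6 µM, 0.4% DMSO; Timing: dye 3 h, compound 60 min room temperature, stimulation 45 min; Technique: Membrane-potential fluorescent dye readout; Measure: % inhibition of NPY effect.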
S1P4 antag: S1P4 receptor antagonists, primary screen, cell-based. inhibition, % at 4.98 µM. S1P4-expressing cells, antagonist mode, reporter read-out. actives 0.26% (n = 220,000). Sphingosine 1-phosphate receptor 4 (Homo sapiens), O95977; in the data active = inhibition above about 29%;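 also: 0% = wells stimulated with agonist and 100% = vehicle wells without agonist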
CHOP inhibitor: inhibitors of CHOP promoter induction, primary screen, cell-based, unfolded protein response, luciferase reporter; CHO-K1 CHOP-promoter luciferase, tunicamycin-induced, 15-18 h; inhibition, % at 10 µM; actives 3.8% (n = 220,000); AID 2732, 2010;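 active = compounds that reduced the stress-induced luciferase reporter signal by more than about 70% of percent inhibition, limit read from the data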;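 also: 0% = tunicamycin plus vehicle and 100% = wells without tunicamycin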
EP2 modulator: EP2 receptor modulators, cAMP readout, primary screen, cell-based, HTRF cAMP, PGE2 stimulation | AID 940, 2007 | induction, % at 25 µM | Prostaglandin E2 receptor EP2 subtype (Homo sapiens), P43116 | EP2-expressing cells, cAMP HTRF FRET, PGE2 co-stimulation | actives 0.83% (n = 260,000);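 active = compounds whose cAMP rise, as percent of the full-agonist control response, exceeds 60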;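 also: rat C6 glioma line stably carrying human EP2 under a CMV promoter; the protocol text gives 20 µM as final concentration; 100% = response of wells given 1 µM PGE2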
S1P4 ag: S1P4 receptor agonists, primary screen, cell-based | activation, % at 4.98 µM | actives 0.35% (n = 220,000) | AID 1509, 2009 | S1P4-expressing cell line, agonist reporter assay | Sphingosine 1-phosphate receptor 4 (Homo sapiens), O95977; in the data active = activation above about 11%;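 also: 0% = DMSO vehicle and 100% = reference agonist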
* marks the source's active call; other numbers are inactive results; & = joins results of further samples. An unsorted share of the library. Share with any hit: about 6.5%.

What do the screens show for `Cc1cc(OCC(C)C)ccc1/C(O)=C1/C(=O)C(=O)N(Cc2cccnc2)C1c1ccncc1` (stereo not given)?
TRPN1 ag: 0.6; NPY1 pot ag: 13.0; TRPML3 ag: 0.2; NPY-Y2 PAM-ag: 2.3; NPY-Y1 antag: -2.3; S1P4 antag: -33.6; CHOP inhibitor: 8.9; EP2 modulator: 60.1; S1P4 ag: 0.8

How did CCCCNC(=O)CC(NS(=O)(=O)c1ccc(C)cc1)c1ccco1 (stereo not given) do in these assays?
TRPN1 ag: 1.3; NPY1 pot ag: -19.6; TRPML3 ag: 1.5; NPY-Y2 PAM-ag: -1.1; NPY-Y1 antag: 1.5; S1P4 antag: -16.9; CHOP inhibitor: -2.9; EP2 modulator: 13.6; S1P4 ag: 1.8

What do the screens show for `COc1ccccc1/C=C/C=N/N1CCN(Cc2ccc(Cl)cc2)CC1`?
TRPN1 ag: -2.3; NPY1 pot ag: -0.7; TRPML3 ag: -0.1; NPY-Y2 PAM-ag: 4.2; NPY-Y1 antag: 8.6; S1P4 antag: -3.1; CHOP inhibitor: 5.0; EP2 modulator: -27.4; S1P4 ag: -0.2

What do the screens show for `COC(=O)CCC(=O)N1CCCC(CNS(=O)(=O)c2ccc(OC)cc2)C1` (stereo not given)?
TRPN1 ag: 0.5; NPY1 pot ag: 2.2; TRPML3 ag: 0.2; NPY-Y2 PAM-ag: -8.9; NPY-Y1 antag: -3.7; S1P4 antag: 12.4; CHOP inhibitor: 4.9; EP2 modulator: 36.1; S1P4 ag: -1.1

Results for Oc1ccccc1Nc1nc(NCc2ccco2)c2ccccc2n1 ?
TRPN1 ag: 0.2; NPY1 pot ag: -15.7; TRPML3 ag: 0.7; NPY-Y2 PAM-ag: 19.2; S1P4 antag: 6.0; CHOP inhibitor: 18.1; EP2 modulator: -27.6; S1P4 ag: -0.2

Results for COc1ccc(C2(CNC(=O)Cc3ccc(OC)c(OC)c3)CCCC2)cc1 ?
TRPN1 ag: 3.3; NPY1 pot ag: 1.0; TRPML3 ag: 2.5; NPY-Y2 PAM-ag: -3.7; NPY-Y1 antag: 3.9; S1P4 antag: 6.8; CHOP inhibitor: 15.4; EP2 modulator: -19.9; S1P4 ag: -0.1

What do the screens show for `CCCCSCCCNC(=O)CS(=O)Cc1nc(-c2cccc(C)c2)oc1C` (stereo not given)?
TRPN1 ag: -2.7; NPY1 pot ag: -20.9; TRPML3 ag: -0.7; NPY-Y2 PAM-ag: -17.9; NPY-Y1 antag: 11.7; S1P4 antag: 7.1; CHOP inhibitor: 57.8; EP2 modulator: 11.2; S1P4 ag: 0.5

Results for Cc1cc(C(C)(C)C)oc1C(=O)N(CC(=O)NC1CCCC1)c1cccc(C(F)(F)F)c1 ?
TRPN1 ag: 5.8; NPY1 pot ag: 4.3; TRPML3 ag: 6.5; NPY-Y2 PAM-ag: 0.6; NPY-Y1 antag: 18.2; S1P4 antag: -21.1; CHOP inhibitor: 82.5*; EP2 modulator: 28.5; S1P4 ag: -3.0

What do the screens show for `COc1ccc(N=Nc2nc3ccc(Br)cc3n2C)cc1`?
TRPN1 ag: 38.9*; NPY1 pot ag: 9.9; TRPML3 ag: 30.5*; NPY-Y2 PAM-ag: 4.8; NPY-Y1 antag: 8.3; S1P4 antag: 0.7; CHOP inhibitor: 44.5; EP2 modulator: 5.2; S1P4 ag: -1.2

Results for COC(=O)CNC(c1ccccc1)c1cc(Br)ccc1NC(=O)CNC(=O)OCc1ccccc1 (stereo not given) ?
TRPN1 ag: 0.0; NPY1 pot ag: 1.1; TRPML3 ag: 1.2; NPY-Y2 PAM-ag: -5.2; NPY-Y1 antag: 25.0*; S1P4 antag: -6.7; CHOP inhibitor: 31.1; EP2 modulator: 57.3; S1P4 ag: -0.4

What do the screens show for `N#Cc1ccc(Oc2nc(C(N)=O)cc(-c3ccccc3)n2)cc1`?
TRPN1 ag: -0.3; NPY1 pot ag: 3.6; TRPML3 ag: 0.6; NPY-Y2 PAM-ag: 10.4; NPY-Y1 antag: 4.2; S1P4 antag: -16.8; CHOP inhibitor: 25.2; EP2 modulator: -4.6; S1P4 ag: 0.3

How did Cc1ccc(C(=O)CSc2nnc(C)s2)cc1 do in these assays?
TRPN1 ag: 1.0; NPY1 pot ag: -22.7; TRPML3 ag: 0.2; NPY-Y2 PAM-ag: -6.3; NPY-Y1 antag: 0.1; S1P4 antag: -17.7; CHOP inhibitor: -28.7; EP2 modulator: 33.0; S1P4 ag: 0.8

A stretch of the results above:
What do the screens show for `COc1ccc(N=Nc2nc3ccc(Br)cc3n2C)cc1`?
TRPN1 ag: 38.9*; NPY1 pot ag: 9.9; TRPML3 ag: 30.5*; NPY-Y2 PAM-ag: 4.8; NPY-Y1 antag: 8.3; S1P4 antag: 0.7; CHOP inhibitor: 44.5; EP2 modulator: 5.2; S1P4 ag: -1.2

Results for COC(=O)CNC(c1ccccc1)c1cc(Br)ccc1NC(=O)CNC(=O)OCc1ccccc1 (stereo not given) ?
TRPN1 ag: 0.0; NPY1 pot ag: 1.1; TRPML3 ag: 1.2; NPY-Y2 PAM-ag: -5.2; NPY-Y1 antag: 25.0*; S1P4 antag: -6.7; CHOP inhibitor: 31.1; EP2 modulator: 57.3; S1P4 ag: -0.4

(listing goes on)
What do the screens show for `CC1(C)Cc2c(C#N)c(N)n(-c3ccccc3)c(=O)c2CO1`?
TRPN1 ag: -0.1; NPY1 pot ag: -7.1; TRPML3 ag: 0.4; NPY-Y2 PAM-ag: 16.5; NPY-Y1 antag: -0.9; S1P4 antag: -15.8; CHOP inhibitor: 26.7; EP2 modulator: 21.8; S1P4 ag: 1.9

Results for CSc1nc(-c2ccccc2)nc(N2CCOCC2)c1C(C)=O ?
TRPN1 ag: -0.5; NPY1 pot ag: 1.6; TRPML3 ag: -0.8; NPY-Y2 PAM-ag: -10.6; NPY-Y1 antag: 0.2; S1P4 antag: 6.1; CHOP inhibitor: 29.8; EP2 modulator: 12.7; S1P4 ag: -4.1

How did C1=CC2c3ccccc3NC(c3ccncc3)C2C1 (stereo not given) do in these assays?
TRPN1 ag: 0.9; NPY1 pot ag: -10.6; TRPML3 ag: 0.7; NPY-Y2 PAM-ag: 1.6; NPY-Y1 antag: -3.5; S1P4 antag: -3.4; CHOP inhibitor: -11.9; EP2 modulator: 21.5; S1P4 ag: -2.0

Results for CC(CN(C)Cc1ccccc1)OC(=O)C1COc2ccccc2O1 (stereo not given) ?
TRPN1 ag: -0.1; NPY1 pot ag: -16.8; TRPML3 ag: 1.2; NPY-Y2 PAM-ag: 7.2; NPY-Y1 antag: 4.3; S1P4 antag: -17.3; CHOP inhibitor: 30.2; EP2 modulator: 24.1&25.8; S1P4 ag: 1.7

How did O=C1[C@@H]2Cc3c([nH]c4ccccc34)[C@@H](c3ccccc3)N2C(=O)[C@@H]2Cc3c([nH]c4ccccc34)[C@@H](c3ccccc3)N12 do in these assays?
TRPN1 ag: -0.6; NPY1 pot ag: 6.6; TRPML3 ag: -0.1; NPY-Y2 PAM-ag: 16.7; NPY-Y1 antag: -6.8; S1P4 antag: 12.4; CHOP inhibitor: 106.1*; EP2 modulator: 5.6; S1P4 ag: 0.1

What do the screens show for `Cc1ccc(CNC(=S)Nc2ccc(OC(F)F)cc2C)cc1`?
TRPN1 ag: -1.2; NPY1 pot ag: -7.1; TRPML3 ag: 0.5; NPY-Y2 PAM-ag: -12.2; NPY-Y1 antag: 5.5; S1P4 antag: -11.4; CHOP inhibitor: 0.3; EP2 modulator: -17.8; S1P4 ag: 1.6

Results for COc1ccccc1C1CCCN1Cc1nc(-c2cc3c(cc2Cl)OCO3)oc1C (stereo not given) ?
TRPN1 ag: -0.8; NPY1 pot ag: -17.8; TRPML3 ag: -0.5; NPY-Y2 PAM-ag: -2.8; NPY-Y1 antag: 12.3; S1P4 antag: -32.8; CHOP inhibitor: 5.2; EP2 modulator: 20.7; S1P4 ag: 1.2

Results for c1ccc(CNc2ncnc3sc4c(c23)CCCC4)nc1 ?
TRPN1 ag: 0.6; NPY1 pot ag: -3.7; TRPML3 ag: 0.6; NPY-Y2 PAM-ag: -22.4; NPY-Y1 antag: 19.9; S1P4 antag: -3.2; CHOP inhibitor: 44.2; EP2 modulator: -21.7&-23.2; S1P4 ag: 0.9

How did O=C(c1cc2ccccc2o1)c1nc2c(n1O)CCCCC2 do in these assays?
TRPN1 ag: -1.2; NPY1 pot ag: -27.4; TRPML3 ag: -1.3; NPY-Y2 PAM-ag: -4.7; NPY-Y1 antag: 7.0; S1P4 antag: -8.2; CHOP inhibitor: 13.0; EP2 modulator: 4.9; S1P4 ag: -1.1

How did CC(C)CCc1noc(CN2CCN(c3ccc(Cl)cn3)CC2)n1 do in these assays?
TRPN1 ag: -0.5; NPY1 pot ag: -12.6; TRPML3 ag: 1.2; NPY-Y2 PAM-ag: -5.3; NPY-Y1 antag: 6.5; S1P4 antag: 5.1; CHOP inhibitor: 8.6; EP2 modulator: -5.7; S1P4 ag: 0.3

Results for COC(=O)/C=C/S(=O)(=O)c1ccc(NC(C)=O)cc1 ?
TRPN1 ag: 1.0; NPY1 pot ag: -9.8; TRPML3 ag: 0.9; NPY-Y2 PAM-ag: -12.5; NPY-Y1 antag: 1.9; S1P4 antag: 14.7; EP2 modulator: -19.7; S1P4 ag: -1.4

What do the screens show for `CC(C)C(NC(=O)c1ccccc1)C(=O)OCc1cc([N+](=O)[O-])cc2c1OCOC2` (stereo not given)?
TRPN1 ag: 2.2; NPY1 pot ag: -8.0; TRPML3 ag: 0.7; NPY-Y2 PAM-ag: 7.5; NPY-Y1 antag: 4.4; S1P4 antag: -11.7; CHOP inhibitor: 1.8; EP2 modulator: 17.7; S1P4 ag: 0.1

What do the screens show for `O=C(COC(=O)c1ccccc1-c1nc2ccccc2s1)Nc1ccccc1C(F)(F)F`?
TRPN1 ag: -2.9; NPY1 pot ag: -5.1; TRPML3 ag: -0.2; NPY-Y2 PAM-ag: -13.8; NPY-Y1 antag: 8.0; S1P4 antag: -10.3; CHOP inhibitor: 42.6; EP2 modulator: 12.2; S1P4 ag: 2.4
